Source: PubChem
PfHsp90 set2 = growth inhibition of yeast expressing Plasmodium Hsp90; S. cerevisiae expressing PfHsp90, BacTiter-Glo ATP, 48 h; yeast lacking PDR1 and PDR3 efflux regulators; inhibition, % at 9.4 µM; hit rate 0.32% among 310,000; AID 504621;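 active means every replicate shows inhibition above about 80%, whatever the replicate mean, limit read from the data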;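 further: 0% = DMSO neutral controls and 100% = 20 µM radicicol positive controls; yeast relying on Plasmodium falciparum Hsp90 in place of its own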
AddAB inh = less growth of phage-infected E. coli with AddAB | inhibition, % at 11.9 µM | hit rate 0.29% among 330,000 | E. coli expressing H. pylori AddAB, absorbance growth | AID 435030; in the data active means inhibition above about 12%;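 further: 0% = vehicle wells of infected cells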
phage Ecoli inh = E. coli growth loss with phage present; growth absorbance; inhibition, % at 11.9 µM; hit rate 0.26% among 360,000; AID 651602; in the data active means inhibition above about 11%
MOR-DOR ag = OPRM1-OPRD1 heterodimerization agonism; cells, luminescence; hit rate 0.3% among 340,000; P35372+P41143; activation, % at 9.3 µM; in the data active means activation above about 18%;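 further: 0% = vehicle-treated cells and 100% = reference agonist; values of inactives mirror those of a sister screen read the other way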
Target sequence (P35372 whole entry, looked up): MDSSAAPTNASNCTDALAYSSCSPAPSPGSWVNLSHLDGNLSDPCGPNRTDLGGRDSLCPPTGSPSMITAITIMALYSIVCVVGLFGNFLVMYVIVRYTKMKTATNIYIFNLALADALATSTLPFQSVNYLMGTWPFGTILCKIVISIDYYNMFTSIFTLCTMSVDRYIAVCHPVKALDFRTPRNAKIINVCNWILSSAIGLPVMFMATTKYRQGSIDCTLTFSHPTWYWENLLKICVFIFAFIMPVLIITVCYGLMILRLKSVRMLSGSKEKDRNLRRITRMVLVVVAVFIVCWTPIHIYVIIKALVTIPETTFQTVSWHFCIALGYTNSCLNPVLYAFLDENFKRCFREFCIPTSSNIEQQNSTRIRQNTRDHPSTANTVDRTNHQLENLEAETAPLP
Target sequence (P41143 whole entry, looked up): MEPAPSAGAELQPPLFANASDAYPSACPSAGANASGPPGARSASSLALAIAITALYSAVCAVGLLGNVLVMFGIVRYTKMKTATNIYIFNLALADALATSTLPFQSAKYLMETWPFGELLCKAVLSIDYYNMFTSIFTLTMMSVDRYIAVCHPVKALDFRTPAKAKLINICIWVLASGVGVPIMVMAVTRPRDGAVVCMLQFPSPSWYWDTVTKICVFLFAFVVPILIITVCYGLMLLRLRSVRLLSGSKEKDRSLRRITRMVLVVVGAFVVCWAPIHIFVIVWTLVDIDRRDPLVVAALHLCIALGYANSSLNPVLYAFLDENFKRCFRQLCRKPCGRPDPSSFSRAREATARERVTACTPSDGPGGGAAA
MOR-DOR inv ag = inverse agonists of human mu-delta opioid receptor heterodimerization. P35372+P41143. cell-based MOR-DOR heterodimer luminescence, inverse agonism. inhibition, % at 9.3 µM. hit rate 0.21% among 340,000. AID 504357; in the data active means inhibition above about 22%, passing the limit was not always enough;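 further: 0% = cells with DMSO and 100% = wells without cells with DMSO; values of inactives mirror those of a sister screen read the other way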
Mot1-301 SUMO = SUMOylation pathway inhibition by Mot1-301 growth rescue | S. cerevisiae Mot1-301 growth rescue, ATP luminescence, 38.5C; percent above DMSO median, 100 means doubled | growth rescue, % at 18.8 µM | hit rate 1% among 320,000;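 active means every valid replicate shows activation above 250% relative to neutral control wells; inactive means the rest, any valid replicate at or below 250%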;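 further: OY570 slx delta 5 strain wells were the positive control but not used for scaling; some compounds called inactive have numbers as strong as hits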
Tat export inh = blocks Tat-dependent protein export in E. coli | E. coli MC4100 TorA-mCherry Tat export, fluorescence | inhibition, % at 10 µM | hit rate 0.036% among 340,000;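 active means mean replicate inhibition at least 50% and at least half of replicates individually reaching 50%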;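 further: exported cargo escapes ClpAP degradation while cytoplasmic cargo is degraded and loses fluorescence; 0% = median of neutral control wells and 100% = median of NaSCN control wells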
PKA-R1A act = PKA-R1A complex activation. P00514+P68181. PKA-R1A dissociation, Cy5-IP20 fluorescence polarization; scaled: DMSO 0%, 113 µM cGMP 100%. activation, % at 11.4 µM. hit rate 0.083% among 340,000. AID 504707;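 active means percent activation above the mean of all tested compounds plus 3 SD, cut at about 19% in these data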;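 further: higher means more PKAc released from R1A so a rise in polarization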
E coli growth = reduces bacterial viability in AddAB counter-screen | E. coli V3065 growth, OD600 absorbance, 18 h | inhibition, % at 11.9 µM | hit rate 0.27% among 330,000 | AID 449728;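 active means inhibition above the campaign's mean inhibition across all tested compounds plus 3 SD, cut at about 9.9% in these data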;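 further: uninfected addAB+ strain grown without phage in ampicillin broth; 0% = DMSO wells and 100% = ciprofloxacin 0.95 µg/ml wells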
Pemphigus Ab inh = inhibitors of pemphigus antibody binding to human desmoglein-3; DSG3-coupled beads, scFv-anti-DSG3-GFP binding, flow cytometry; hits give low values; P32926; AID 588358; binding (percent of control), % at 10 µM; hit rate 0.48% among 310,000;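 active means binding more than 3 SD below its plate's average and above zero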;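 further: hits lower antibody fragment binding to DSG3; some compounds called inactive have numbers as strong as hits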
Arr AP2 block = human beta-arrestin and AP2 interaction inhibition; FITC-arrestin peptide / GST-AP2 beads, flow cytometry; AP2 beta2 appendage carries R879A mutation; inhibition, % at 10 µM; hit rate 0.31% among 340,000; AID 504490;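 active means inhibition above a set limit, near 3 SD of compounds lacking own fluorescence, cut at about 54% in these data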;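 further: plate controls were DMSO wells for no effect and 5 µM unlabelled arrestin peptide for full effect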
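System: GST-AP2 R879A glutathione beads | Also added: FITC-arrestin peptide, 50 nM | Times: 12 min plus 1 h, RT | Signal: Bead flow cytometry, FITC channel | Buffer or medium: PBS with 0.05% Tween 20 and 0.1% BSA | Read-out basis: Percent drop in bead-associated FITC signal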
Numbers without * were called inactive; i = inactive; x = not tested or not shown.

Molecule,PfHsp90 set2,AddAB inh,phage Ecoli inh,MOR-DOR ag,MOR-DOR inv ag,Mot1-301 SUMO,Tat export inh,PKA-R1A act,E coli growth,Pemphigus Ab inh,Arr AP2 block
COc1ccc(S(=O)(=O)N2CCCC2CNC(=O)C(=O)NCc2cccs2)cc1 (stereo not drawn),-9,-1.5,4.9,-1.8,9,33,-5,-16,0.0,95,19
CCOc1cc2[nH]c(=S)n(CCN3CCCCC3C)c(=O)c2cc1OCC (stereo not drawn),15,0.0,3.0,3.1,-14,-12,3,1,1.9,99,-7
Cc1cnc(C(=O)OCC(=O)c2c[nH]c3ccccc23)cn1,4,1.6,1.6,-0.1,1,12,-3,8,1.2,131,3
Cc1ccc(C)c(OCc2cc(C(=O)N3C[C@@H](C)O[C@@H](C)C3)no2)c1,8,3.0,1.6,-2.9,15,4,8,-19,1.5,104,26
COc1ccc(N2CCN(C3CCCN(Cc4cccc(C)c4)C3)CC2)cc1 (stereo not drawn),13,-1.0,2.3,0.1,0,-21,-1,-1,-0.3,97,35
CCOc1ccccc1C(=O)N[C@H](C(=O)NCc1ccccc1)C(C)C,1,0.6,-0.2,-3.3,15,x,0,-5,-1.6,x,10
O=C(O)CC1SC(=O)N(CC(=O)c2ccccc2)C1=O (stereo not drawn),-1,0.5,3.3,-1.4,6,10,-2,7,-2.0,102,36
CCOC(=O)C1=C(O)C(=O)NC(c2ccccc2)=C(OCC)C1,9,-1.5,2.0,1.7,-9,11,-5,-5,-2.2,112,3
CC(=O)Nc1ccc(NC(=O)c2nc(-c3ccccc3)oc2C)cc1,-32,0.4,3.0,-1.9,10,-23,-3,-6,0.2,107,-8
O=C(Cc1cccc(NC(=O)C2CCCN(C(=O)CCc3ccccc3)C2)c1)Nc1ccc(C(=O)N2CCOCC2)cc1 (stereo not drawn),2,x,-0.7,5.3,-25,x,14,0,x,102,-9
COc1ccc(OC)c(/C=C/C(=O)N2CCCc3ccccc32)c1,-4,0.7,3.7,2.3,-11,-3,10,-5,-0.9,118,-11
COc1ccc(CNC(=O)C2CCN(S(=O)(=O)c3ccccc3)CC2)cc1,-4,1.8,1.2,-1.1,6,10,17,-5,0.1,105,1
Cc1cc(NC(=O)c2cc(-c3ccc(Br)cc3)on2)no1,5,2.3,2.0,-0.8,4,-19,0,1,1.8,83,10
COCCNC(=O)Nc1ccc2nc(C)sc2c1,x,1.8,1.2,-3.3,18,18,8,-4,-0.7,x,-2
COC(=O)c1ccc2ccn(CC(=O)NC(C)C)c2c1,-6,0.1,0.2,-1.2,7,0,-2,10,-1.9,102,-3
CCOC(=O)c1cccc(NC(=O)c2ccc3c(c2)C(=O)N(CC2CCCO2)C3=O)c1 (stereo not drawn),5,0.6,0.3,-0.2,1,-13,-8,7,2.4,x,21
O=C(NCCCCCCNC(=O)OCc1ccccc1)OCc1ccccc1,x,x,1.6,-2.8,15,x,5,-7,x,6.8*,35
CC/C(=N\OC(=O)c1ccc(OC(C)C)cc1)c1ccc(C)cc1,3,1.3,-0.9,0.2,-1,1,2,0,-0.1,115,2
Cc1onc(-c2ccccc2Cl)c1C(N)=O,5,1.4,1.2,-2.5,11,-8,0,-15,-0.6,100,-1
N/C(=N\c1nc2ccccc2o1)NC(=O)c1ccccc1F,x,3.2,1.7,-0.8,4,12,0,-3,-1.6,111,19
Cc1ccc(OCCCC(=O)NC2CCCCC2)cc1,24,3.5,3.7,0.1,-1,11,-8,-4,-1.2,120,5
COc1ccc(CNC(=O)COC(=O)c2ccc(S(=O)(=O)N3CCOCC3)cc2)cc1,x,-0.7,2.1,-2.7,14,-7,7,6,1.3,91,0
CCCc1nnc(NC(=O)CCC(=O)N2CCN(S(=O)(=O)c3ccc(F)cc3)CC2)s1,-15,1.0,-2.5,-3.1,17,125,-7,-9,0.6,100,-11
CCn1cc(CN2CCC(n3nccc3NC(=O)c3cccc(F)c3)CC2)cn1,13,-1.9,2.0,-2.2,12,-8,4,-6,-2.9,102,-15
COc1ccccc1NC(=O)c1ccc(-c2ccccc2F)o1,3,1.9,1.2,-1.3,6,5,0,4,-0.8,104,-3
COc1ccc(C)cc1NC(=O)C1CCN(C(=O)c2ccc(C(C)(C)C)cc2)CC1,-16,1.0,0.4,0.6,-4,12,7,-8,-1.1,114,24
CCOc1ccc(S(=O)(=O)N2CCN(C(=O)c3ccncc3)CC2)cc1,-7,5.1,0.6,-1.0,7,-24,-12,-2,3.5,101,22
Cc1ccc2nc(Nc3ccccc3)c(C=O)c(=O)n2c1,9,-1.8,1.5,-1.5,7,-15,4,1,-0.1,94,1
Nn1c(SCC(=O)Nc2ccc(S(=O)(=O)N3CCCC3)cc2)nnc1C(F)(F)F,-6,0.6,0.6,-1.5,9,27,2,-5,-1.1,92,11
c1ccc(-n2cnc3ccccc32)nc1,13,2.5,1.2,-2.4,13,22,2,0,0.4,111,31
CC(/C=C/c1ccc(C)o1)=C\C(=O)O,x,3.5,3.4,-1.5,9,x,-11,3,1.2,x,-1
COc1cc(SC)ccc1C(=O)N1CCN(c2ccc(O)cc2)CC1,-19,5.4,5.1,0.0,0,48,-2,-1,-0.2,97,30
COc1ccc(CNC(=O)COC(=O)c2n[nH]c3ccccc23)cc1OC,-1,1.9,0.0,-0.4,2,-3,1,-13,1.8,106,6
Cc1nn(CC(=O)N/N=C/c2cccs2)c(C)c1[N+](=O)[O-],11,-0.2,-1.5,-2.3,12,-12,1,-3,1.2,116,15
CCOC(=O)C1CCN(C(=O)COC(=O)C23CC4CC(CC(C4)C2)C3)CC1,-2,-1.0,6.7,-1.6,6,-9,-6,-6,-1.2,x,32
Cc1ccc(C(=O)OCC(=O)Nc2ccccc2)cc1NC(=O)c1ccco1,6,1.6,0.5,-0.4,2,-5,-10,-8,0.6,93,12
COc1ccc(NC(=O)CN2C(=O)COc3ccc(S(=O)(=O)N4CCCCCC4)cc32)cc1,-16,0.7,2.5,-2.3,12,-1,-8,-8,-3.8,100,-1
CCc1ccc(-c2cc3c(=O)n(CC(=O)NCCCN4CCN(CC)CC4)nc(C)n3n2)cc1,11,0.0,0.3,-2.9,16,44,-2,-4,-4.6,101,-10
CCN(CC)C(=O)c1[nH]cnc1C(=O)N[C@@H](C)C(=O)OCc1ccccc1,14,2.6,0.7,-2.2,13,9,11,3,-2.4,97,-4
O=[N+]([O-])c1cccc(NC(=S)N2CCN(S(=O)(=O)c3ccccc3)CC2)c1,-1,-0.1,1.7,-0.9,5,4,-3,-8,-0.2,114,5
Cc1ccccc1-c1nn(-c2ccc(F)cc2F)cc1CNCCCN(C)C,-7,-0.6,2.0,-0.3,2,-15,-4,-7,-2.4,117,0
CCN(CC)c1ccc(N=Cc2cc(Br)ccc2O)cc1,7,-1.8,2.1,0.3,-2,1,-3,-38,-0.8,105,x
O=C(CN1C(=O)NC2(CCCC2)C1=O)Nc1ccc(F)cc1,-69,-2.4,2.6,-1.9,8,-12,-5,3,-1.4,103,-2
CCC(C)[C@H](NC(=O)C1CCN(C(=O)[C@H](Cc2ccccc2)NC(=O)OC(C)(C)C)CC1)C(=O)O (stereo partly drawn),27,-0.2,2.6,-3.1,14,-3,-3,4,0.1,103,28
CCOC(=O)c1c(C)[nH]c(N=Nc2ccccc2)c1C,-29,0.8,2.7,4.3,-25,-6,10,-24,-0.6,109,-7
COc1ccc(NC(=O)c2cccc(N3C(=O)C4CCC(C)CC4C3=O)c2)c(OC)c1 (stereo not drawn),3,1.8,-0.7,1.1,-9,-15,-4,-10,-1.2,x,41
CCn1c(=O)cc(OCC(=O)Nc2nc(C)cs2)c2ccccc21,-10,-0.4,-0.4,-1.4,8,131,-4,-2,-2.2,96,-6
NN=C1c2ccccc2-c2ccc(N)cc21,-1,x,0.3,-1.7,9,x,-6,-4,x,112,32
CC(C)c1ccc(S(=O)(=O)N2CCN(C(=O)C3CCCC3)CC2)cc1,23,2.9,-0.8,1.3,-10,-2,0,-11,-0.1,121,16
Nc1nc(=S)c2[nH]c(=S)[nH]c2[nH]1,-19,x,4.0,0.1,-1,x,7,8,x,98,6
Cc1ccc(CSCC(=O)N2CCN(c3ccccc3)CC2)cc1,-2,4.9,3.3,0.9,-5,3,-5,1,4.5,80,24
CCOc1ccccc1NC(=O)c1cc(S(=O)(=O)N2CCN(CC)CC2)ccc1Cl,5,0.9,0.1,-0.9,5,-35,2,-9,-0.9,105,-5
COCCCn1c(SCC(=O)NC2CCCC2)nnc1-c1ccco1,20,-0.6,3.9,-2.6,14,12,-4,26*,-1.5,100,-4
NC(=O)C(c1ccccc1)c1ncc(C(F)(F)F)cc1Cl (stereo not drawn),7,2.2,0.9,-1.7,9,-14,3,2,-0.3,x,10
O=C(c1cccc(-n2cnnn2)c1)N1CC=C(c2ccccc2)CC1,1,-0.4,-0.9,-2.4,15,25,6,10,-0.7,x,11
COC(=O)c1ccccc1Nc1ccccc1,-25,-0.2,1.9,4.7,-29,-12,2,5,0.5,x,-7
Cc1cn([C@@H](CCCCN)C(=O)NCCCCCCCCCCC(=O)N2CCNCC2)nn1,16,-0.6,2.6,-1.6,9,10,-24,5,-1.8,103,-9
O=C(NC1CCN(Cc2ccc(Cl)cc2Cl)CC1)c1ccccc1,19,2.2,8.0,18*,-86,34,1,5,1.2,100,-4
Cc1ccc(CNC(=O)Cn2nnc(C(=O)Nc3ccc(Br)cc3)c2N)cc1,-26,0.2,2.6,2.6,-13,-4,4,-8,-2.2,105,24
Cc1nc2ccccc2cc1C(=O)NCc1ccc(F)cc1,-22,5.9,3.5,-1.3,7,i,-1,3,0.5,104,-13

Later entries:
Molecule,PfHsp90 set2,AddAB inh,phage Ecoli inh,MOR-DOR ag,MOR-DOR inv ag,Mot1-301 SUMO,Tat export inh,PKA-R1A act,E coli growth,Pemphigus Ab inh,Arr AP2 block
Cc1cccc(C)c1OCC(=O)NNC(=O)CCCn1c(=O)oc2ccccc21,17,1.2,0.8,-0.9,4,-9,-4,4,0.8,x,-7
CCOC(=O)N1CCN(C(=O)c2ccc(CSc3ccc(Cl)cc3)cc2)CC1,30,x,1.2,x,x,x,16,x,x,105,1
O=C1N(C2CCCC2)C[C@@H]2C[C@@H](c3cccn3-c3ccccn3)N3CCC[C@@]123,-2,-2.3,3.5,-4.4,22,7,-3,20*,-1.1,101,-2
Cn1c(=O)[nH]c2cc3ccccc3cc21,x,0.8,2.6,1.0,-5,3,0,1,2.9,92,9
